West Nile virus CPE = inhibition of WNV-induced cytopathic effect – cell-based, CPE readout (AID 1621). West Nile virus-infected cells, CPE inhibition; higher % means a stronger effect. CPE inhibition, % at 10 µM, or IC50 in µM where a hit was titrated. hit rate 0.02% among 290,000; in the data active = a potency from the dose series; inconclusive = CPE inhibition mostly from about 3.7% at the one dose, without a potency; inactive = the rest, 99 in 100 with CPE inhibition below about 2.2%; also: strong numbers were not always called active
Ins promoter up = MIN6 insulin promoter up-regulation | AID 1625 | MIN6 insulin promoter-GFP reporter, high-content imaging; active compounds read high | z-score at 5 µM | hit rate 0.3% among 190,000;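 active = z-score above 3 at 5 µM with at least 500 cells counted in the well; inconclusive = wells under 500 cells, flagged as cytotoxic or low count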
T cell modulator = T cell immune modulators affecting CD8 T cell-vesicle binding; hit rate 0.068% among 330,000; 2C CD8+ T cell-vesicle binding, flow cytometry; active compounds read low; calls only at 7 µM;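 active = response, share of CD8 T cells binding vesicles, and their 90th percentile fluorescence all below set limits, cut at about 80% in these data, passing the limit was not always enough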
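Assay system: 2C TCR transgenic mouse naive CD8+ T cells, MACS-purified | Read-out: CD8+ gate FL2 mean fluorescence as % of same-row positive control | Signal: High-throughput flow cytometry with anti-B7-1 and anti-CD8 staining | Timing: Binding step 1.5 h, 37 °C, antibody labelling 20 min, ice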
WT yeast gro inh = growth inhibition of WT yeast, mitochondrial fusion screen; inhibition, % at 10 µM; mitochondrial fusion phenotypic screen, WT strain; hit rate 2.1% among 190,000; in the data active = inhibition above about 58%; tested in S. cerevisiae
Myeloid diff MLP = myeloid differentiation induction; ER-HoxA9 myeloid progenitors, lysozyme-GFP differentiation, flow cytometry; calls only at 10 µM; hit rate 1% among 360,000; AID 624256;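 active = normalized GFP-positive differentiation at or above the plate's own cutoff, the solvent-only control mean plus 3 SD; inconclusive = no clear call, values can overlap the other calls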;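 also: cells exposed to compound for four days before flow analysis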
Autophagy HCS = modulators of autophagy. calls only at 10 µM (by protocol). hit rate 0.98% among 190,000. AID 463193. MEF GFP-LC3 puncta imaging; test concentration mostly 10 µM;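 active = percentage of spot-positive cells more than 3 SD above its plate mean, without a fluorescence outlier flag or 80% toxicity; inconclusive = no clear call, values can overlap the other calls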;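 also: spot-positive cell cutoff set from DMSO-treated cells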
Lipid droplet = hepatic lipid droplet formation modulation. AML12 mouse hepatocytes, oleate lipid droplets, BODIPY imaging. inhibition, % at 6.5 µM. hit rate 0.4% among 240,000. AID 1656;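 active = lipid droplet intensity inhibited by at least 50%, with more than 500 cells counted; inconclusive = wells with under 300 cells, treated as cytotoxic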
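Material: mouse AML12 hepatocyte cell line, fixed after treatment; Timing: compound with oleate, overnight; Technique: high-content imaging of BODIPY-stained droplets and DAPI nuclei; Probe or stimulus: oleate, 100 µM final; Dosing: compound at 6.5 µM only.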
b-catenin transl = modulators of beta-catenin nuclear translocation. nuclear translocation activity, % at 5 µM. HeLa beta-catenin nuclear translocation, immunofluorescence imaging. hit rate 0.3% among 190,000. AID 1665;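 active = nuclear translocation activity above 50% at 5 µM, with a well cell count of 50 or more; inconclusive = wells under 50 cells across six images, flagged as toxic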;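 also: per-cell ratio of nuclear to cytoplasmic median beta-catenin stain intensity; plate controls were DMSO negative control for no effect and GSK-3 inhibitor IX positive control for full effect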
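System: HeLa cells, endogenous beta-catenin; compound dosing: 5 µM primary single dose, 0.1% DMSO, 0.02–20 µM confirmation series; incubation: 24 h compound exposure at 37°C, 5% CO2; signal: beta-catenin immunofluorescence imaging with DAPI; evaluation: % activation, nuclear-to-cytoplasmic median beta-catenin signal ratio per cell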
MT stabilize HCS = stabilizes microtubules in HeLa cells. HeLa tubulin immunostaining HCS, 24 h; share of cells brighter than vehicle mean+2SD. hit rate 0.83% among 200,000. % tubulin-high responders, % at 10 µM;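 active = plate Z-score above 3 for both tubulin-high and condensed-nucleus cell shares, with cell loss under 80%, at 10 µM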;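 also: anti alpha tubulin signal scored within the nucleus-defined area of each cell; some results filed as inactive read as strong as hits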
WT yeast gro inh mutant strain = also measured in WT yeast gro inh; calls as there; inhibition, %; mitochondrial fusion phenotypic screen, mutant strain inhibition
Ins promoter up cell count = further read-out of Ins promoter up, marked with its call; cell count; measured here: cytotoxicity, nuclei count;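 total cells summed across four imaged fields per well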
Lipid droplet cells 6.5 µM = also measured in Lipid droplet; calls as there; cell count; measured here: cell count, cytotoxicity flag;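 cells counted across two imaged fields per well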
b-catenin transl cell count 5 µM = also measured in b-catenin transl; calls as there; cell count; measured here: cell count, cytotoxicity flag
T cell modulator vesicle-bound % = also measured in T cell modulator; calls as there; double positive events, %; measured here: CD8+ vesicle-bound cell fraction;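 binding gate set so that unloaded-vesicle control wells show 10% double positive cells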
MT stabilize HCS Hoechst-high % = further read-out of MT stabilize HCS, marked with its call; % Hoechst-high responders; measured here: nuclear condensation Hoechst responders;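 share of cells brighter than vehicle mean plus two SD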
MT stabilize HCS cytotoxicity % = also measured in MT stabilize HCS; calls as there; toxicity, %; measured here: cytotoxicity by cell density;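 0% = mean cell density of plate MIN control wells and 100% = no cells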
Autophagy HCS cell loss 18 h = recorded beside Autophagy HCS, whose call it bears; toxicity, %; measured here: cell loss, nuclei count;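 cell loss after 18 h compound exposure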
Myeloid diff MLP GFP+ MAC1+ % = also measured in Myeloid diff MLP; calls as there; GFP+ MAC1+ double positive, %; measured here: differentiation confirmed by MAC1 staining
* hit, by the source's call; i = inactive; ? = inconclusive; / = no result given.

SMILES | West Nile virus CPE | Ins promoter up | Ins promoter up cell count | T cell modulator | T cell modulator vesicle-bound % | WT yeast gro inh | WT yeast gro inh mutant strain | Myeloid diff MLP | Myeloid diff MLP GFP+ MAC1+ % | Autophagy HCS | Autophagy HCS cell loss 18 h | Lipid droplet | Lipid droplet cells 6.5 µM | b-catenin transl | b-catenin transl cell count 5 µM | MT stabilize HCS | MT stabilize HCS Hoechst-high % | MT stabilize HCS cytotoxicity %
CCCn1c(N)c(N(CCOC)C(=O)c2cc(C)cc(C)c2)c(=O)[nH]c1=O | 0.1% | / | / | i | 14.0 | / | / | i | 0.3 | / | / | -2.2 | 825 | / | / | / | / | /
CN(C)C=Nc1ncc2c3ccccc3n(CCN(C)C)c2c1C#N | 0.5% | -0.63 | 1276 | i | 19.6 | 2.1 | 3.9 | i | 0.1 | i | 5.5 | / | / | -0.4 | 1118 | 2.2 | 2.6 | 9.8
CC(=O)n1nc(-c2ccco2)nc1N | 0.5% | 0.11 | 1602 | i | 12.1 | 42.1 | 3.9 | i | 1.0 | i | 13.1 | / | / | -0.7 | 1328 | 2.6 | 1.2 | 5.5
CCOC(=O)Cc1csc(NS(=O)(=O)c2ccc(SC)cc2)n1 | 0.2% | 0.98 | 1667 | i | 49.2 | 4.5 | -9.3 | i | 0.5 | i | -24.9 | -30.8 | 639 | -4.0 | 1108 | 1.5 | 1.5 | 10.1
COc1cc(/C=N/NC(=O)CSc2cc(C)c(Br)cc2C)ccc1O | 0.7% | 0.19 | 973 | i | 34.9 | 24.6 | 19.8 | i | 1.8 | i | 4.6 | 0.8 | 794 | 0.0 | 1171 | 1.2 | 1.3 | 5.7
COc1ccc(S(=O)(=O)N2CCCN(CC(=O)Nc3ccc(OC)c(Cl)c3)CC2)cc1 | / | / | / | i | 7.4 | 0.3 | -1.8 | i | 0.3 | i | -2.6 | / | / | / | / | 2.9 | 2.5 | 8.4
CCOc1ccccc1OCC(=O)NNC(=S)NC1CCCCC1 | -0.9% | -0.31 | 1537 | i | 53.8 | 7.1 | 13.1 | i | 0.2 | i | 14.6 | 32.0 | 713 | -5.2 | 1071 | 1.4 | 1.3 | 4.2
Nc1nnc(CSCc2ccc(Cl)cc2)s1 | 0.1% | 0.29 | 1360 | i | 40.4 | -16.8 | -0.4 | i | 1.0 | i | -14.7 | 13.6 | 728 | -3.5 | 554 | 7.8 | 2.4 | 6.5
O=C(Nc1ccccc1C(F)(F)F)c1ccsc1 | -0.7% | / | / | i | 59.8 | / | / | i | 1.3 | / | / | 7.5 | 845 | / | / | / | / | /
Cc1cccc(CN2CCN(Cc3ccco3)CC2)c1 | -0.3% | / | / | i | 49.7 | / | / | i | 0.2 | / | / | -0.2 | 798 | / | / | / | / | /
COC(=O)c1ccccc1NC(=O)c1cc2nc(C3CC3)cc(C(F)(F)F)n2n1 | -0.1% | -0.13 | 1606 | i | 27.0 | 10.0 | 23.2 | i | 1.1 | i | 11.3 | / | / | 0.0 | 1327 | 3.1 | 2.3 | 4.5
O=C1C2C3C=CC(C3)C2C(=O)N1c1ccccc1 (stereo not drawn) | -0.5% | 0.78 | 1320 | i | 57.3 | -4.1 | 7.6 | i | 1.7 | i | -5.8 | 2.4 | 784 | -6.0 | 1125 | 2.3 | 1.7 | 6.1
COc1cc(NC(=O)c2cc3cccc(OC)c3o2)cc(C(=O)Nc2cccc(C(F)(F)F)c2)c1 | ? | 0.71 | 992 | i | 13.4 | / | / | i | 4.0 | / | / | 11.5 | 668 | 0.4 | 1279 | / | / | /
COc1ccc(-c2c3c(=O)n(C)c(=O)n(C)c3cn2-c2cc(OC)ccc2OC)cc1 | -0.5% | -1.15 | 1194 | i | 6.1 | 4.7 | 10.4 | i | 1.1 | i | 8.8 | / | / | 7.5 | 664 | 5.3 | 3.3 | 5.3
O=C1CC(N2CCN(c3ccccc3Cl)CC2)C(=O)N1c1ccc(F)cc1 (stereo not drawn) | -0.3% | 1.05 | 1467 | i | 30.1 | 18.0 | 22.9 | ? | / | i | -4.8 | / | / | -7.0 | 877 | 3.3 | 3.7 | 9.9
Cn1c(SCC(=O)c2ccc(-c3ccccc3)cc2)nnc1-c1ccco1 | -0.5% | 0.34 | 997 | i | 34.4 | 5.8 | -3.4 | i | 1.1 | i | 7.1 | -31.5 | 634 | 2.0 | 932 | 4.6 | 2.5 | 5.0
COC(=O)c1ccccc1NC(=O)c1cccc(NC(=O)C(C)C)c1 | 0.3% | 0.21 | 1596 | i | 42.2 | -1.3 | 9.9 | i | 0.5 | i | 1.4 | 5.3 | 666 | -3.5 | 1085 | 7.6 | 1.3 | 8.2
Cc1cccc(N2CC(C(=O)O)CC2=O)c1C (stereo not drawn) | 0.3% | 0.82 | 876 | i | 39.4 | / | / | i | 0.7 | / | / | 0.0 | 685 | 0.2 | 1260 | / | / | /
CCNC(=O)COC(=O)/C=C/c1ccccc1[N+](=O)[O-] | 0.6% | 0.98 | 893 | i | 45.0 | 5.7 | -5.3 | i | 1.8 | i | -9.8 | 10.9 | 831 | / | / | 1.3 | 1.6 | 6.9
CCc1cccc(CC)c1NC(=O)c1cc(CN2C(=O)c3ccccc3C2=O)ccc1OC | 0.2% | 0.51 | 1451 | i | 18.1 | 25.0 | 8.1 | i | 0.4 | i | 8.9 | 4.5 | 629 | / | / | 1.6 | 1.4 | 5.9
CC(C)(C)C(=O)Nc1ccc(Sc2ccc([N+](=O)[O-])cc2)cc1 | -0.1% | -0.92 | 1650 | i | 44.7 | 28.3 | 38.6 | i | 0.7 | i | 14.1 | -7.1 | 576 | -0.5 | 982 | 3.6 | 2.0 | 1.5
O=C(Nc1cccc(C(F)(F)F)c1)C(Sc1cccc[n+]1[O-])c1ccccc1 (stereo not drawn) | -1.4% | 0 | 1252 | i | 5.2 | -9.7 | -15.2 | ? | / | i | 4.1 | 8.1 | 655 | 1.3 | 507 | 4.7 | 2.6 | 5.9
N/C(CN1CCCC1=O)=N\OC(=O)c1ccccc1Cl | -0.1% | 0.12 | 1820 | i | 22.0 | -11.2 | -57.4 | i | 0.8 | i | 9.7 | 4.6 | 666 | -1.7 | 1079 | 2.3 | 2.2 | 7.3
CCC(=O)CCC(=O)c1ccc2ccccc2c1 | -0.4% | 0.12 | 1241 | i | 46.7 | -11.4 | -32.4 | i | 0.0 | i | -10.4 | -7.8 | 621 | -1.7 | 529 | 1.4 | 2.7 | 9.7

Single values from the entries so far:
For MT stabilize HCS Hoechst-high %, N/C(CN1CCCC1=O)=N\OC(=O)c1ccccc1Cl has 2.2
For MT stabilize HCS Hoechst-high %, CCNC(=O)COC(=O)/C=C/c1ccccc1[N+](=O)[O-] has 1.6

Further results
SMILES | West Nile virus CPE | Ins promoter up | Ins promoter up cell count | T cell modulator | T cell modulator vesicle-bound % | WT yeast gro inh | WT yeast gro inh mutant strain | Myeloid diff MLP | Myeloid diff MLP GFP+ MAC1+ % | Autophagy HCS | Autophagy HCS cell loss 18 h | Lipid droplet | Lipid droplet cells 6.5 µM | b-catenin transl | b-catenin transl cell count 5 µM | MT stabilize HCS | MT stabilize HCS Hoechst-high % | MT stabilize HCS cytotoxicity %
O=C(/C=C/c1cnc2ccccc2n1)NC12CC3CC(CC(C3)C1)C2 | 2.9% | -0.3 | 1472 | i | 26.2 | -9.5 | -16.8 | i | 1.2 | i | -0.2 | -31.9 | 651 | 0.9 | 1084 | 5.4 | 2.2 | 11.6
CC(C)Oc1cccc(-c2nnc(SCC(=O)Nc3ccc4c(c3)OCCO4)n2N)c1 | -0.5% | -0.48 | 1563 | i | 59.5 | 9.4 | 4.9 | i | 2.7 | i | 6.9 | / | / | -1.0 | 1240 | 4.2 | 0.9 | 1.9
COc1ccc(OCC#CCn2ccnc2)cc1 | -0.2% | -1.18 | 1402 | i | 58.3 | -4.2 | 6.4 | i | 0.2 | i | 22.8 | 1.9 | 662 | 0.3 | 1416 | 2.6 | 2.7 | 9.2
Cc1cccc(C(=O)N2CCN(c3ccc(N4CCOCC4)nn3)CC2)c1 | 0.2% | -0.15 | 1040 | i | 41.1 | / | / | i | 0.2 | / | / | -0.4 | 684 | -1.2 | 1381 | / | / | /
CCOC(=O)c1ccc(NC(=O)c2ccc(NS(C)(=O)=O)cc2)cc1 | -0.2% | 0.09 | 1811 | i | 16.6 | -4.7 | -6.1 | i | 8.6 | i | 1.9 | 9.9 | 574 | -0.4 | 1082 | 3.0 | 2.0 | 5.1
Cc1ccn2cc(C(=O)Nc3nnc(C)s3)nc2c1 | -0.3% | 0.08 | 1372 | i | 37.1 | 4.9 | 7.3 | i | 2.7 | i | 20.0 | / | / | -2.2 | 1124 | 6.8 | 2.1 | 5.6
O=C(Cn1nnc(-c2ccccc2NC(=O)C2CC2)n1)NC1CCCCC1 | -0.1% | 0.15 | 1375 | i | 54.0 | 2.5 | 0.4 | i | 4.2 | i | 3.8 | / | / | 1.5 | 1097 | 1.1 | 1.3 | 10.1
COCC(C)n1c(C)cc(C(=O)COC(=O)CNC(=O)c2ccccc2)c1C (stereo not drawn) | -0.6% | -0.13 | 1303 | i | 61.4 | 6.2 | 27.2 | i | 0.5 | i | -6.3 | 3.5 | 695 | -0.7 | 552 | 2.6 | 2.1 | 2.0
O=C(NN1CCOCC1)c1ccc(Cl)c([N+](=O)[O-])c1 | -0.6% | / | / | i | 3.0 | / | / | i | 0.0 | / | / | 8.0 | 780 | / | / | / | / | /
